NOD2 RIPK2 PPI = inhibitors of human NOD2-RIPK2 interaction; O43353; CHO BLA complementation NOD2-RIPK2, CCF4 ratio; inhibition, % at 4.98 µM; 0.38% of 360,000 active; in the data active = inhibition above about 21%;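 also: 0% = vehicle only and 100% = reference blocker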
TLR9-MyD88 block = blocks human TLR9 binding to MyD88; Q9NR96+Q99836; CHO BLA complementation TLR9-MyD88, CCF4 FRET ratio; inhibition, % at 4.98 µM; 0.21% of 340,000 active;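 active = inhibition above the mean over all tested compounds plus 3 SD, cut at about 21% in these data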;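 also: 0% = DMSO only wells and 100% = clavulanate BLA inhibitor control wells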
MC4R barr agon = human MC4R agonism via beta-arrestin | activation, % at 8.9 µM | AID 540308 | 0.98% of 360,000 active | U2OS MC4R beta-arrestin complementation, luminescence; percent of melanotan II response, DMSO zero;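 active = activation above a per-plate cutoff, the mean activation of sample wells on that plate plus 3 SD, cut at about 8% in these data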
MC4R antagonist = blocks human MC4R cAMP signaling; inhibition, % at 6.5 µM; 0.48% of 360,000 active; MC4R-expressing cells, MTII-stimulated cAMP, LANCE TR-FRET; P32245;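 active = inhibition above its plate's cutoff, the mean of tested wells on that plate plus 3 SD, cut at about 29% in these data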;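 also: 0% = Melanotan II alone and 100% = Melanotan II plus saturating MCL0020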
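Material: U2OS-MC4R stable cell line | Reagent: Melanotan II challenge after compound preincubation | Doses: One concentration, 6.5 µM nominal | Incubation: 30-min compound preincubation, 1-h Melanotan II challenge, 1-h detection, room temperature | Signal: TR-FRET cAMP assay | Replicates: One well per compound, no replicates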
aDG glyco up = alpha-DG glycosylation activation; Pro5-aDG cells, alpha-DG glycosylation AlphaScreen (IIH6); 0% Pro5, 100% B10-LARGE cell signal; activation, % at 10 µM; 0.22% of 360,000 active;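 active = activation of at least 8% versus controls, or a plate z-score of at least 8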;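 also: Pro5 are CHO cells carrying HIG-tagged alpha-DG that lacks glycosylation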
Exocytosis inh = lytic granule exocytosis inhibition; TALL-104 LAMP-1 surface exposure, flow cytometry; cells stimulated with thapsigargin and PMA; inhibition, % at 10 µM; 0.66% of 360,000 active; AID 651702;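 active = inhibition above about 55%, limit read from the data; inconclusive = no clear call, values can overlap the other calls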
Vif imaging = blocks HIV Vif function; HEK293T cells, Vif self-association by quenched fluorescence, imaging, 24 h; inhibition, % at 7.49 µM; 0.35% of 340,000 active; in the data active = inhibition above about 50%, passing the limit was not always enough; inconclusive = no clear call, values can overlap the other calls; inactive = below about 31%; also: some results filed as inactive read as strong as hits
ABCB6 inh MLPCN = blocks the human ABCB6 transporter; K562-ABCB6 porphyrin accumulation, flow cytometry, 1 h; hits give low values; Q9NP58; 0.19% of 360,000 active; AID 602162; fluorescence ratio to DMSO, % at 10 µM;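 active = fluorescence ratio to DMSO below 75%, the collection mean minus 3 SD; inconclusive = too few cells collected in the well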;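 also: signal is porphyrin accumulated inside mitochondria; 100% equals median channel fluorescence of DMSO control wells; lower ratio means ABCB6 inhibition with less porphyrin fluorescence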
Glyco luc inh = blocks N-linked glycosylation in D54 reporter cells | 0.23% of 360,000 active | D54 ERlucT glycosylation luciferase reporter, 24 h; percent of 100 nM tunicamycin response | AID 588692 | reporter increase, % at 12.5 µM;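 active = mean luciferase reporter signal, scaled so untreated is 0 and the glycosylation-blocking control 100, at or above a set limit in every replicate; inconclusive = mean reaches the limit but not every replicate does; inactive = mean below the limit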;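 also: luciferase carries N-glycosylation sites so blocking glycosylation raises the light; 0% = median of neutral control wells and 100% = median of 100 nM tunicamycin wells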
ABHD5 PLIN5 PPI = inhibitors of human ABHD5-perilipin-5 interaction; Q00G26+Q8WTS1; Split G. princeps luciferase complementation, luminescence, 4 h; inhibition, % at 4 µM; 0.78% of 360,000 active;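 active = inhibition above the mean inhibition across every tested compound plus 3 SD, cut at about 22% in these data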;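 also: 0% = DMSO only wells and the 100% control is not disclosed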
Target sequence (Q00G26 whole entry, looked up): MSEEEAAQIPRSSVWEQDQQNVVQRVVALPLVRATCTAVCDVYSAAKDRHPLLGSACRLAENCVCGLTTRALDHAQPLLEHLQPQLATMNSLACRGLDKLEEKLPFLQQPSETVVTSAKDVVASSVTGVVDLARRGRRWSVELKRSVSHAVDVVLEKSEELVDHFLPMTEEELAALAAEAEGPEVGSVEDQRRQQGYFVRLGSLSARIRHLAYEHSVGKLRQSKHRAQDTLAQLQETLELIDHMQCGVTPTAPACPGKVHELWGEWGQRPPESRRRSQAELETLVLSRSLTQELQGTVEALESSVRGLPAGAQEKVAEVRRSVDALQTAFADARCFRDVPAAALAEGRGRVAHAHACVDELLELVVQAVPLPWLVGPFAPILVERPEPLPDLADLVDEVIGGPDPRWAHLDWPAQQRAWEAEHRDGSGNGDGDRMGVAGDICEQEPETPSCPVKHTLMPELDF
Target sequence (Q8WTS1 whole entry, looked up): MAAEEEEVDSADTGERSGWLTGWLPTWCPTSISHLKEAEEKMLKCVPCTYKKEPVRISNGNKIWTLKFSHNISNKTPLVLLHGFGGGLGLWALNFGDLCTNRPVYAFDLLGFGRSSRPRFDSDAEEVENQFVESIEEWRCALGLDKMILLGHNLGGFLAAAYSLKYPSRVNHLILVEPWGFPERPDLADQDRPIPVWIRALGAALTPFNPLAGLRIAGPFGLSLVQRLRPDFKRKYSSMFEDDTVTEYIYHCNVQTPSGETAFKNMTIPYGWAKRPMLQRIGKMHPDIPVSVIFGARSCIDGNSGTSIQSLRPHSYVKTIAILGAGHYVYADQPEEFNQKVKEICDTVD
Active calls of the source: *; ? = inconclusive; . = not tested or not shown; & = joins results of further samples.

SMILES	NOD2 RIPK2 PPI	TLR9-MyD88 block	MC4R barr agon	MC4R antagonist	aDG glyco up	Exocytosis inh	Vif imaging	ABCB6 inh MLPCN	Glyco luc inh	ABHD5 PLIN5 PPI
O=C1C=C(NCc2ccc(Cl)c(Cl)c2)CC1	-15	3	-1.2	3	0.9	-3	14	107	2	4
COCCCn1c(C(=O)NCCN2CCOCC2)cc2c(=O)n3cccc(C)c3nc21	2	-5	0.1	-2	-0.2	20	4	96	0	-1
OC[C@@H]1CN(Cc2ccncc2)C[C@H](n2cnc3c(N4CCCC4)ncnc32)O1	4	.	-0.4	3	-0.2	-7	-6	102	3	7
Cc1ccc(F)cc1NC(=O)c1ccc(OCC2CCCO2)cc1 (stereo not given)	0	-1	-3.8	0	0.3	0	2	86	2	-3
COc1ccc(N(CC(=O)Nc2cccnc2)S(C)(=O)=O)cc1	9	0	-1.4	19	-0.4	0	-5	102	0	3
OC(COc1ccc(CN2CCSCC2)cc1)CN1CCCCC1 (stereo not given)	0	-2	0.0	10	-0.1	20	-2	99	-5	5
CN(c1ccc(C(=O)NC2CCCC2)cc1)S(=O)(=O)c1ccccc1	-3	6	-0.8	-4	-0.2	22	-4	99	-1	-1
Cc1ccnc2nc(C(=O)N3CCN(S(=O)(=O)c4ccccc4)CC3)nn12	5	2	2.0	0	0.0	0	.	99	0	4
O=C(CCCOc1cccc(Br)c1)NC1CCC(O)CC1 (stereo not given)	-6	-5	-1.9	22	-0.1	-5	-6	91	2	-4
Nn1c(-c2cccc(Br)c2)n[nH]c1=S	4	10	-2.5	3	0.0	-2	.	100	0	-10
CCCc1cc(=O)[nH]c(Nc2cc(OC)ccc2OC)n1	-3	-10	-0.1	3	0.4	0	2	97	0	-7
COC(=O)[C@]12CCCCC=C1N(Cc1cccc3ccccc13)C(=O)[C@H](CC(=O)N1CCCCC1)C2	-3	.	.	.	0.2	5	.	101	.	-9
O=C(NCCc1ccccc1)c1ccccc1F	-24	0	1.8	1	0.2	-7	-1	104	-12	4
Cc1ccc(SC/C(O)=C(\C#N)c2nc3ccccc3n2C)cc1	-1	-5	8.3*	7	0.0	-4	10	103	0	2
COC(CNC(=O)CN1CCN(Cc2ccccc2F)C1=O)OC	-5	-4	0.5	3	0.0	?	2	91	0	3
CCCn1c(SCC(=O)c2cc(C)n(C3CC3)c2C)n[nH]c1=O	12	4	-1.6	0	-0.3	-3	3	100	0	6
CON(c1nc(Cl)nc(N(C)C)n1)S(=O)(=O)c1ccccc1Cl	-3	1	-2.5	7	-0.1	0	0	108	-4	-2
O=C(CCCC1=NS(=O)(=O)c2ccccc2N1)N1CCN(c2ccccc2)CC1	-2	-14	0.6	5	-0.1	-1	-6	96	2	1
COCCSc1ccccc1C(=O)Nc1ccc(Br)cc1	5	9	-3.5	2	0.1	14	6	87	-2	-6
O=C(Nc1ccccc1C(F)(F)F)N1CCN(c2ccccn2)CC1	-3	2	-2.0	6	0.3	-1	17	94	1	1
CN(C)S(=O)(=O)c1ccc(C(=O)NNC(=O)C2COc3ccccc3O2)cc1 (stereo not given)	-11	-9	1.8	19	-0.2	0	5	107	1	-2
COC(=O)c1ccccc1C(=O)c1cccc2ccccc12	-4	-1	-1.2	5	0.1	-6	-1	98	2	-2
CN1OC[C@@H]2CN[C@H](c3ccc(-c4cc5ccccc5o4)cc3)C[C@@H]21	-4	14	-0.3	7	0.2	7	.	98	-19	12
Cc1ccc(NC(=O)c2sc3nc(C)cc(C)c3c2N)cc1	-5	-1	2.9	21	0.4	1	0	100	-14	-5
Nc1c(N2CCN(c3ccccc3)CC2)c2ccccc2oc1=O	8	-4	-2.7	2	0.0	4	.	94	-9	-7
SMILES	NOD2 RIPK2 PPI	TLR9-MyD88 block	MC4R barr agon	MC4R antagonist	aDG glyco up	Exocytosis inh	Vif imaging	ABCB6 inh MLPCN	Glyco luc inh	ABHD5 PLIN5 PPI
CCCC(=O)NC(c1cccc([N+](=O)[O-])c1)c1ccc2cccnc2c1O (stereo not given)	7	3	-2.5	12	-0.8	-5	-4	98	-10	29*
COC(=O)c1ccc(Cn2nnc3ccccc32)cc1	-3	0	-0.6	4	-0.1	-23	9	98	1	-4
O=C(COC(=O)c1cc[n+]([O-])cc1)Nc1ccc(Cl)cc1Cl	6	-7	-1.4	5	0.0	-2	13	99	-1	-4
COc1cccc2sc(Nc3nc(-c4ccccn4)cs3)nc12	8	18	-3.4	-7	0.3	6	-8	94	-13	5
O=S(=O)(NCc1ccc(F)cc1)c1ccccc1Br	1	7	-2.0	1	0.8	-4	6	81	0	-6
Cc1cccc(C(=O)Nc2ccc(C(=O)/C=C/c3cccnc3)cc2)c1	6	6	0.1	30*	-0.4	14	0	95	-8	68*
CCN1CCN(c2sc(S(=O)(=O)CC)nc2S(=O)(=O)c2ccc(C)cc2)CC1	-12	-2	-0.6	5	-0.3	-4	.	104	-7	1
Cc1cc(NC(=O)CCCn2nc([N+](=O)[O-])c(Br)c2C)no1	-8	-3	-0.2	9	0.0	-2	3	94	3	-2
O=C(CC1C(=O)NCCN1Cc1ccccc1)NC1CCCCCC1 (stereo not given)	0	12	-1.8	2	-0.1	-1	8	105	5	-5
CCOC(=O)c1cnc2c(N=Nc3ccccc3)c(N)nn2c1N	-4	-3	2.1	-8	-0.2	-4	13	96	-9	1
Cc1ccc(C(=O)CC(=O)c2ccc(C(C)(C)C)cc2)cc1	-7	7	-0.5	3	-0.4	-9	4	101	-2	-4
Cc1cc(C)nc(NC(=O)C(c2ccccc2)c2ccccc2)c1	-13	-6	-0.7	1	0.3	-4	-5	101	-7	-4
Cc1ccc(NC(=O)CN(C)C(=O)C(c2ccccc2)c2ccccc2)cc1	1	4	-0.7	1	0.2	7	.	101	-2	-2
CC1CCc2c(nc3ncnn3c2Nc2ccc(OC(F)(F)F)cc2)C1 (stereo not given)	-11	0	-0.6	8	0.6	-2	-11	88	-6	2
O=C1/C(=C\c2ccc(O)c(O)c2)N=C2CCCCCN12	-6	1	-4.5	-20	0.0	7	-13	94	-4	4
COC(=O)CC1C(=O)NCCN1C(=O)Nc1ccc(Cl)c(Cl)c1 (stereo not given)	-8	-2	-3.3	-4	-0.2	-7	-2	96	2	2
CCN(CCCNC(=O)C1CCCN(S(=O)(=O)c2cnc[nH]2)C1)c1ccccc1 (stereo not given)	1	4	-1.2	5	0.0	-1	1	105	1	-9
O=C(Nc1ccc(F)cc1)Nc1ccc2ccccc2n1	-11	-7	4.7	-9	-0.1	-17	2	100	-2	2
Cc1ccc(C)c(Oc2coc3cc(O)ccc3c2=O)c1	-14	1	0.8	3	-0.2	4	-8	95	2	-2
COc1ccc(OC)c(NC(=O)CSc2nnc3ccc(-c4ccccn4)nn23)c1	-9	-6	-0.3	1	0.1	-1	28	98	1	5
C=CCNc1ncnc2ccc(Br)cc12	-4	-4	-1.3	13	1.2	2	-15	88	-6	3
COc1ccccc1NC(=S)N(Cc1ccccc1)Cc1cccs1	-8	-3	-0.8	-1	0.0	-2	1	96	1	3
Cc1ncc(CO)c(/C=N/NC(=O)c2cccc(S(=O)(=O)N3CCCC3)c2)c1O	1	-4	-2.6	-2	-0.1	4	8	101	0	-7
COc1cc(SC)ccc1C(=O)OCC(=O)NCCNC(=O)COC(=O)c1ccc(SC)cc1OC	-13	6	-2.0	-1	0.0	0	-6	91	3	-8
COCCNC(=O)c1ccc(C)c(NC(=O)C2=C(C)OCCS2)c1	-2	-3	-1.4	18	-0.1	-11	2	94	0	-7

The list goes on; the last 2 above are carried over.
SMILES	NOD2 RIPK2 PPI	TLR9-MyD88 block	MC4R barr agon	MC4R antagonist	aDG glyco up	Exocytosis inh	Vif imaging	ABCB6 inh MLPCN	Glyco luc inh	ABHD5 PLIN5 PPI
COc1cc(SC)ccc1C(=O)OCC(=O)NCCNC(=O)COC(=O)c1ccc(SC)cc1OC	-13	6	-2.0	-1	0.0	0	-6	91	3	-8
COCCNC(=O)c1ccc(C)c(NC(=O)C2=C(C)OCCS2)c1	-2	-3	-1.4	18	-0.1	-11	2	94	0	-7
COC(=O)C1=C(O)/C(=C/c2ccc(OCC(=O)Nc3ccc(OC)cc3)cc2)N=C1C	-1	-5	-1.6	-11	0.1	11	14	98	0	-3
CCCc1cc(=O)oc2cc(C)cc(OCC(=O)N[C@@H](CSCc3ccccc3)C(=O)O)c12	3	7	-0.9	1	0.4	-6	18	103	0	-1
COc1cccc(CNC(=O)COC(=O)CCS(=O)(=O)c2ccc(C)cc2)c1	-4	-12	-1.9	30*	0.5	-8	.	98	1	7
Cn1c(-c2ccc(=O)[nH]c2)nc2ccccc21	-5	.	-2.6	0	-0.2	0	0	93	2	-8
O=C(NCCN1CCOCC1)NC1(C(F)(F)F)Oc2ccc(Cl)cc2O1 (stereo not given)	-8	-2	-2.3	-2	1.0	-5	-1	95	-10	1
CC1CN(C(=O)CCC(=O)NC2CCN(Cc3ccccc3)CC2)c2ccccc2O1 (stereo not given)	-4	4	0.7	8	-0.5	-8	2	99	-4	4
O=C(/C=C/c1ccco1)Nc1cc(Cl)ccc1C(=O)O	-2	0	-0.3	8	-0.1	5	-2	98	4	9
CCOC(=O)c1c(C)nc(C(Cl)(Cl)Cl)nc1N	3	-3	1.3	-4	-0.1	-5	3	98	3	3
COc1ccc(N2CCCn3c2nc2c3c(=O)n(Cc3ccccc3)c(=O)n2C)c(OC)c1	-6	-2	-0.8	2	0.2	-6	6	93	-1	-2
NC1=NC(=O)C(CC(=O)c2ccc(Cl)cc2)S1 (stereo not given)	1	0	-3.3	13	-0.2	-2	-5	99	-1	3
NC1=NCc2ccccc21	-1	2	-2.0	12	-0.1	1	0	98	-1	0
COc1ccc(/C=C/C(O)=C2/C(=O)N(C)C3(C)CC2c2ccccc2O3)cc1 (stereo not given)	3	-1	0.6	4	-0.1	16	3	91	0	7
CCC(=O)N1CCCN(S(=O)(=O)c2ccc(C)cc2)C1c1ccc(OC)cc1 (stereo not given)	-9	-2	0.2	4	0.2	34	2	100	0	-2
N=c1n(CC(=O)c2ccc([N+](=O)[O-])cc2)c2ccccc2n1Cc1ccccc1	1	4	4.2	8	1.3	76*	12	105	6	-1
Cc1nn(Cc2ccccc2)c2sc(C(=O)NCc3cccnc3)cc12	-7	0	-0.3	0	0.3	4	-10	98	-1	5
Cc1nc(-c2ccccc2)nc2[nH]ccc(=O)c12	-2	-10	-1.4	1	0.0	3	-2	93	6	2
O=C(CSc1n[nH]c(-c2ccccc2)n1)c1ccc(O)c(O)c1	-13	-7	-0.7	-6	0.0	-4	2	96	-1	-4
COc1ccccc1N(C)S(=O)(=O)c1ccc(Cl)c(C(=O)NCc2cccnc2)c1	-19	-4	-1.6	4	0.5	1	-8	102	-1	-1
O=Cc1ccc(-c2c(-c3ccccc3)oc3c2C(OCCCCO)CCC3)o1 (stereo not given)	-4	.	.	.	-0.1	5	.	106	.	13
CC(C)OC(=O)C1C(=O)CC(C)(O)C(C(=O)OC(C)C)C1c1cccc(O)c1 (stereo not given)	-5	8	-1.5	5	-0.1	-1	31&-5	97	3	0

An excerpt; rates above refer to the full screens.
